influenza NS1A: H1N1 influenza NS1A inhibitors, functional cell based assay (AID 504329) | NS1A functional cell-based assay, percent inhibition; higher % means a stronger effect | inhibition, % at 12.5 µM, or IC50 in µM where a hit was titrated | 340,000 tested, 0.3% active; in the data active = a potency from the dose series; inconclusive = inhibition above about 27% without an active follow-up result; note: strong numbers were not always called active
tuberculosis growth: growth inhibition of non-replicating M. tuberculosis (AID 488890); Mycobacterium tuberculosis non-replicating, growth inhibition; higher % means a stronger effect; inhibition, % at 25 µM; hits with a dose series show IC50 in µM; 320,000 tested, 0.39% active; in the data active = a potency from the dose series; inconclusive = inhibition mostly from about 82% at the one dose, without a potency; inactive = the rest, 99 in 100 with inhibition below about 76%;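 note: plate controls were DMSO cells for no effect and high antibiotic wells for full effect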
H37Rv inhibition: M. tuberculosis growth inhibition, HTS (AID 449762) | M. tuberculosis H37Rv growth inhibition, 7H9 media; higher % means a stronger effect | inhibition, % at 25 µM, or IC50 in µM where a hit was titrated | 330,000 tested, 0.59% active; in the data active = a potency from the dose series; inconclusive = inhibition above about 70% without an active follow-up result;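 note: bacterial growth assessed after seven days of incubation; strong numbers were not always called active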
VEEV TC-83 Vero: inhibitors of VEEV TC-83 cytopathic effect, confirmation, Vero cells (AID 588727); Vero cells, VEEV TC-83 cytopathic effect inhibition; higher % means a stronger effect; 350,000 tested, 0.13% active; one-dose inhibition, % at 20 µM; IC50 in µM for titrated hits; in the data active = a potency from the dose series; inconclusive = inhibition mostly from about 14% at the one dose, without a potency; inactive = the rest, 99 in 100 with inhibition below about 12%; note: strong numbers were not always called active
Salmonella PhoP GFP: PhoP regulon inhibitors, Salmonella typhi PhoP promoter GFP reporter, confirmatory (AID 1850). inhibition, % at 50 µM, or IC50 in µM where a hit was titrated. Salmonella Typhi PhoP-promoter GFP reporter, fluorescence, 4 h; higher % means a stronger effect. 310,000 tested, 0.33% active; in the data active = a potency from the dose series; inconclusive = inhibition mostly from about 25% at the one dose, without a potency; inactive = the rest, 99 in 100 with inhibition below about 19%;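 note: 0% = induced wells with vehicle and 100% = uninduced wells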
VEEV TC-83 Vero 10K pilot screen: second read-out of VEEV TC-83 Vero, no call of its own (marks repeat the call); inhibition, %; measured here: 10K pilot screen inhibition
* marks the source's active call; other numbers are inactive results; i = inactive; ? = inconclusive; nt = not tested or not shown.

SMILES | influenza NS1A | tuberculosis growth | H37Rv inhibition | VEEV TC-83 Vero | Salmonella PhoP GFP | others
O=C(Nc1ccccc1Cl)c1cccc(NC(=O)C2C3CC4OC(=O)C2C4C3)c1 (configuration not stated) | 4% | 2% | -1% | 1.2% | -12%
CC(Nc1nc(N2CCNCC2)nc2ccccc12)c1ccccc1 (configuration not stated) | 8% | 40% | 0% | 7.5% | 18%
Cc1ncc(CN2CCN(Cc3ccccc3)C(CCO)C2)s1 (configuration not stated) | 11% | 12% | 1% | 2.3% | -11%
COc1ccc(-c2nnc(SCC(=O)N3c4ccccc4Sc4ccccc43)o2)cc1 | 3% | -6% | 3% | 12% | 1%
CC(=O)Nc1cccc(NC(=O)C(=O)NCC(c2ccco2)N2CCc3ccccc3C2)c1 (configuration not stated) | -8% | 12% | 36% | 6.6% | 2%
O=C(Nc1ccc(N2CCCC2)cc1)c1cccc(F)c1 | 7% | 7% | -3% | 1.3% | 6%
Cn1ncc2cc(NC(N)=S)ccc21 | -7% | 9% | -6% | 2.0% | 11%
O=c1[nH]c2ccccc2n1Cc1ccc(F)cc1 | 4% | 7% | -3% | 2.4% | 1%
COc1ccc(-c2nnc(SCC(=O)Nc3c(Cl)cc(Cl)cc3C(=O)O)o2)cc1 | -3% | -9% | 0% | 1.5% | nt
O=C(NCCCN1CCN(c2ccccc2)CC1)C1CCCN(c2ncnc3c2nc2n3CCCCC2)C1 (configuration not stated) | 5% | 41% | 6% | 1.6% | 8%
CCN(CC)S(=O)(=O)c1ccc(C)c(NC(=O)COC(=O)CCC(=O)c2cccs2)c1 | -2% | -1% | 12% | 2.6% | nt
N#CN(Cc1ccccc1)Cc1ccccc1 | 0% | 23% | 2% | 3.7% | 4%
CN(C)c1cccc(C(=O)N(C)C2CCCN(Cc3ccccc3F)C2)c1 (configuration not stated) | -1% | -3% | -4% | 3.1% | 2%
O=C(CN1CCN(c2ccccn2)CC1)Nc1ccc(Cl)c(C(F)(F)F)c1 | 7% | -3% | 33% | 0.2% | 11%
CC(C)CC(=O)Nc1ccccc1-c1nnn(CC(=O)N2CCc3ccccc3C2)n1 | 8% | 7% | 17% | 9.6% | -8%
O=C(NCCCn1ccnc1)c1cc2c(s1)CCCC2 | 24% | 8% | -4% | 0.1% | 5%
Cc1ccc(C)c(NC(=O)C(OC(=O)c2ccc(CO)cc2)c2ccccc2)c1 (configuration not stated) | -14% | nt | nt | 8.2% | nt
O=C1CCCN1CCCNC(=S)Nc1ccc(Cl)cc1Cl | 0% | 73% | 3% | 1.7% | -6%
CN1CCN(Cc2nc3cc(NC(=O)COc4ccc([N+](=O)[O-])cc4)ccc3n2C)CC1 | -9% | 0% | -3% | 1.2% | -7%
O=P(CCO)(c1ccccc1)c1ccccc1 | 2% | -13% | -7% | 8.2% | 10%
O=C(CSc1nc2ccccc2s1)NC1CCS(=O)(=O)C1 (configuration not stated) | -7% | 20% | -6% | i | -13%
CCc1ccccc1N(C(C)=O)c1nc(CN=C=S)cs1 | -5% | 19% | 4% | 3.4% | -21%
COc1cc(NC(=O)c2noc(C)c2[N+](=O)[O-])c(OC)cc1Cl | -1% | 14% | 6% | ? | 0%
CCS(=O)(=O)N1CCC(C(=O)N2CCOCC2)CC1 | 0% | -3% | 0% | 0.1% | -13%
Cc1cc(=O)[nH]c(SCn2nnc3ccccc3c2=O)n1 | -14% | -8% | -3% | 0.6% | -2%
COC(=O)C1C(c2ccccc2)C(C(=O)OCc2ccco2)C1c1ccccc1 (configuration not stated) | -5% | 28% | 3% | ? | -21%
Cc1ccc2c(c1)N(CC(=O)N(Cc1ccccn1)Cc1ccco1)C(=O)C(C(C)C)O2 (configuration not stated) | 13% | 23% | 0% | 8.1% | 3%
Cc1ccc(N(C(=O)CNC(=O)c2ccco2)C(C(=O)NC2CCCC2)c2cccnc2)cc1 (configuration not stated) | -2% | -20% | -6% | i | 7%
O=c1cccc(-c2ccccc2)[nH]1 | 13% | -1% | -7% | 0.1% | 14%
CS(=O)(=O)N(Cc1ccccc1)c1ccc(C(=O)NCC2CCCO2)cc1 (configuration not stated) | 9% | -10% | -8% | 5.6% | -9%

Molecules shown so far containing a thiophene ring, fused or not (2):
SMILES | influenza NS1A | tuberculosis growth | H37Rv inhibition | VEEV TC-83 Vero | Salmonella PhoP GFP | others
CCN(CC)S(=O)(=O)c1ccc(C)c(NC(=O)COC(=O)CCC(=O)c2cccs2)c1 | -2% | -1% | 12% | 2.6% | nt
O=C(NCCCn1ccnc1)c1cc2c(s1)CCCC2 | 24% | 8% | -4% | 0.1% | 5%

Further entries:
SMILES | influenza NS1A | tuberculosis growth | H37Rv inhibition | VEEV TC-83 Vero | Salmonella PhoP GFP | others
CCCC1(C(=O)OCC)NC(c2ccc(N(C)C)cc2)C2C(=O)N(c3ccc(OCC)cc3)C(=O)C21 (configuration not stated) | 8% | 0% | -4% | 5.0% | -5%
O=C(CN1CCC(O)(c2cccc(F)c2)CC1)NCCc1c[nH]c2ccccc12 | 2% | 46% | 17% | i | 6%
CCOC(=O)c1cc2n(c1C)-c1ccccc1C2=O | 3% | 13% | 8% | 0.9% | -5%
CCCn1c2c(c(O)c(C(=O)Nc3ncccc3C)c1=O)CCCC2 | -5% | 31% | -1% | i | -2%
CCOc1ncccc1C(=O)OCC(=O)N1c2ccccc2CC1C (configuration not stated) | -1% | 25% | -5% | 9.9% | nt
C[C@](N)(CCP(=O)(O)O)C(=O)O | -2% | -4% | 7% | 1.3% | 10%
CC(C)CC1NC(=O)N(CCCCN2C(=O)c3ccccc3C2=O)C1=O (configuration not stated) | -6% | -5% | -12% | 1.3% | -5%
O=C(/C=C/c1ccccc1O)c1ccc(Cl)cc1 | -3% | ? | ? | 24% | 17%
Cc1nn(CC(=O)OCC(=O)c2ccc(OC(F)F)cc2)c(C)c1[N+](=O)[O-] | 0% | -5% | 2% | 2.2% | nt
COc1ccc(C2=NN(C(=O)c3cccs3)C(c3ccccc3OC)C2)cc1OC (configuration not stated) | -2% | 29% | -1% | 8.8% | 8%
O=C(NC1CC1)C1=C[C@@H](C2CCCCC2)C[C@@H](OCCCCO)O1 | 4% | 4% | 3% | 0.4% | -14%
Cc1nc2ccccc2c(=O)n1CCCn1ccnc1 | 4% | -8% | 0% | 0.9% | 10%
CNC(=O)COC(=O)c1cc2c(C)nn(-c3ccc(F)cc3)c2s1 | 16% | nt | nt | 2.5% | 5% | VEEV TC-83 Vero 10K pilot screen=0.4
COc1ccccc1-n1c(SCC(=O)NC2CCCC2)nc2cccnc21 | -1% | -10% | -1% | 2.2% | 1% | VEEV TC-83 Vero 10K pilot screen=2.2
O=C(Nc1ccc(F)cc1F)c1ccc2ncsc2c1 | 5% | -1% | 7% | 3.7% | 6%

Random excerpt: two compounds from above, in no set order.
SMILES | influenza NS1A | tuberculosis growth | H37Rv inhibition | VEEV TC-83 Vero | Salmonella PhoP GFP | others
O=C(NC1CC1)C1=C[C@@H](C2CCCCC2)C[C@@H](OCCCCO)O1 | 4% | 4% | 3% | 0.4% | -14%
O=C(Nc1ccc(F)cc1F)c1ccc2ncsc2c1 | 5% | -1% | 7% | 3.7% | 6%

Ordered by formula weight (low to high): some entries from above
SMILES | influenza NS1A | tuberculosis growth | H37Rv inhibition | VEEV TC-83 Vero | Salmonella PhoP GFP | others
CCOC(=O)c1cc2n(c1C)-c1ccccc1C2=O | 3% | 13% | 8% | 0.9% | -5%
O=C(Nc1ccc(F)cc1F)c1ccc2ncsc2c1 | 5% | -1% | 7% | 3.7% | 6%
O=C(NC1CC1)C1=C[C@@H](C2CCCCC2)C[C@@H](OCCCCO)O1 | 4% | 4% | 3% | 0.4% | -14%
CNC(=O)COC(=O)c1cc2c(C)nn(-c3ccc(F)cc3)c2s1 | 16% | nt | nt | 2.5% | 5% | VEEV TC-83 Vero 10K pilot screen=0.4
CC(C)CC1NC(=O)N(CCCCN2C(=O)c3ccccc3C2=O)C1=O (configuration not stated) | -6% | -5% | -12% | 1.3% | -5%
COc1ccc(C2=NN(C(=O)c3cccs3)C(c3ccccc3OC)C2)cc1OC (configuration not stated) | -2% | 29% | -1% | 8.8% | 8%

Other entries:
SMILES | influenza NS1A | tuberculosis growth | H37Rv inhibition | VEEV TC-83 Vero | Salmonella PhoP GFP | others
COc1ccc(/C=N/Nc2nnc(Cc3ccccc3)c(=O)[nH]2)cc1OC | 6% | 29% | 0% | 2.4% | 23%
COc1ccc(C(CC(=O)N2CCN(c3ccccc3)CC2)c2c(O)cc(OC)cc2OC)cc1 (configuration not stated) | -1% | -1% | -5% | 2.9% | 7%
CCCNC(=O)C(=O)NCc1ccccn1 | -2% | -12% | -3% | 1.2% | 5%
CC1(C)CC(=O)c2cc(C(=O)NCc3ccco3)c(=O)n(-c3ccc(Cl)cc3)c2C1 | 3% | 7% | 1% | i | 1%
CCCC(C(=O)NNC(=O)c1cc(C)oc1C)c1ccccc1 (configuration not stated) | 2% | 3% | 1% | i | nt
COC(=O)c1cn(CC(=O)Nc2ccc(OC)cc2)c2ccccc12 | -5% | 9% | 6% | 1.3% | -3%
O=C1CN(C(=O)COC(=O)c2oc3ccccc3c2COc2ccccc2)c2ccccc2N1 | -7% | 5% | 7% | i | -16%
CC(C)(Cc1cc(CC(C)(C)C(=O)O)cc(C(C)(C)C)c1)C(=O)O | -1% | 6% | 20% | 0.7% | -10%
CCOC(=O)C1CCN(C(=O)CN(C)S(=O)(=O)c2ccc3c(c2)c(=O)n(C)c(=O)n3C)CC1 | 0% | -4% | 0% | 1.5% | 2%
COc1ccc(COC(=O)c2n[nH]c3ccccc23)cc1F | -10% | 6% | -5% | 4.8% | -2%
CCc1cccc(CC)c1NC(=S)Nc1ccc2cn[nH]c2c1 | 2% | 24% | -7% | 0.3% | -1%
CCn1c(=O)cc(OCC(=O)N2CCCC2)c2ccccc21 | -2% | -8% | -13% | 1.4% | 12%
CCC1CCCCN1C(=O)CSc1nnc(CNC(=O)c2ccco2)o1 (configuration not stated) | 3% | -14% | -5% | i | -5%
O=c1c2ccccc2nc(SCCN2CCCCC2)n1CCc1ccccc1 | 7% | 3% | 34% | 6.9% | 8%
CC(NC(=O)COC(=O)c1ccc2c(c1)OCCO2)c1ccccc1 (configuration not stated) | -2% | 13% | 2% | 1.0% | nt
Cn1c(SCc2c(F)cccc2Cl)nc2c(c1=O)SCC2 | 4% | i | -6% | 1.7% | 4%
N#Cc1ccc(CSc2nnc(-c3ccccn3)n2-c2ccccc2)cc1 | -1% | 6% | -4% | 7.9% | -2%
Clc1ccc(COn2nnc3ccccc32)c(Cl)c1 | 6% | -9% | 0% | 0.5% | 5% | VEEV TC-83 Vero 10K pilot screen=0.0
O=c1c(Oc2ccccc2F)coc2cc(OCc3cnn(-c4ccccc4)c3)ccc12 | 4% | 11% | -5% | 2.1% | -3%
CC(C)(O)CNC(=O)Nc1ccc(Cl)c(Cl)c1 | 16% | -8% | 2% | 1.7% | -2%
C[C@H]1COC(=O)[C@@H](Cc2ccc(F)cc2)CC/C=C\C[C@H](CC(=O)NCCO)C(=O)N1 | -21% | 21% | -4% | i | nt
O=C(NCCCNC(=O)c1ccc(Cl)cc1Cl)c1ccco1 | -1% | -8% | -12% | i | 1%
Cc1c(Cc2ccccc2)c(=O)oc2c(C)c(OCC(=O)N3CCC(C(=O)O)CC3)ccc12 | -1% | -3% | -6% | 1.0% | -8%

Compounds above containing a nitro group on carbon (3):
SMILES | influenza NS1A | tuberculosis growth | H37Rv inhibition | VEEV TC-83 Vero | Salmonella PhoP GFP | others
CN1CCN(Cc2nc3cc(NC(=O)COc4ccc([N+](=O)[O-])cc4)ccc3n2C)CC1 | -9% | 0% | -3% | 1.2% | -7%
COc1cc(NC(=O)c2noc(C)c2[N+](=O)[O-])c(OC)cc1Cl | -1% | 14% | 6% | ? | 0%
Cc1nn(CC(=O)OCC(=O)c2ccc(OC(F)F)cc2)c(C)c1[N+](=O)[O-] | 0% | -5% | 2% | 2.2% | nt
